HCV inh: qHTS Assay for Inhibitors of Hepatitis C Virus (HCV) | Potency, µM (highest dose often 41.8 µM), for the others: at the top dose activity change, negative = inhibition, hits mostly inhibitors | Huh7.5.1 HCVcc-Cre infection, luciferase reporter, 44 h | 340,000 tested, 3.4% active; further: potency means the concentration at half of the fitted maximal effect
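Luciferase read-out (15 sec integration) after a 15 min room-temperature substrate step quantifies HCVcc-Cre infection. Cells, 1,000 per well, had compound added 4 h post-plating, then virus at ~0.5 moi, and were cultured 44 h.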
Giardia FBPA inh: qHTS Assay for Inhibitors of Fructose-1,6-bisphosphate Aldolase from Giardia Lamblia; 290,000 tested, 0.71% active; purified Giardia FBPA; A8B2U2; AID 2451, 2010; Potency, µM (series often up to 59.6 µM), for the others: at the top dose activity, negative = inhibition, usual class: inhibitors; further: potency means the concentration at half of the fitted maximal effect; nearly all actives have a fitted effect of over 55% in size
Target sequence (A8B2U2 whole entry, looked up): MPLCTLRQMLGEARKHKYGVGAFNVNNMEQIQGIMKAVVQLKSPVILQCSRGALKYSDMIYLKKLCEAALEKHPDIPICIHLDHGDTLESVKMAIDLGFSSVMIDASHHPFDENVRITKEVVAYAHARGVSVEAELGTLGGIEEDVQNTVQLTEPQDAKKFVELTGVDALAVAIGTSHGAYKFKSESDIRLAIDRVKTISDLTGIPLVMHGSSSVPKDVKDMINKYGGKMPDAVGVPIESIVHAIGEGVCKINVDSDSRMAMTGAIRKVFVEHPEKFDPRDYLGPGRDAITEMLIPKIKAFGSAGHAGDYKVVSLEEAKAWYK
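40 nM FBPA preincubated 10 min at RT with compound (up to 57.5 uM final), then substrate plus GAPDH/TPI/NAD/arsenate coupling and diaphorase/resazurin added. Fluorescence read after 20 min at RT, 525/598 nm.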
Sm TGR inh: qHTS Assay for the Inhibitors of Schistosoma Mansoni Peroxiredoxins; Potency, µM (doses to about 114 µM), for inactives: top-dose activity change, negative = inhibition, actives largely listed as inhibitors; purified TGR, DTNB reduction, TNB absorbance 405 nm; Schistosoma mansoni thioredoxin glutathione reductase (TGR), Q962Y6; 360,000 tested, 3% active; further: potency means the concentration at half of the fitted maximal effect; nearly all actives have a fitted effect of over 60% in size
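TGR 20 nM + NADPH 100 uM (dispensed conc.), cpd preinc 15 min RT; start with NADPH (500 uM addition) then DTNB (15 mM addition). Kinetic TNB absorbance, 405 nm filter. Four-parameter Hill fit across titration.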
AmpC detergent: qHTS Inhibitors of AmpC Beta-Lactamase (assay with detergent); P00811; AmpC hydrolysis of nitrocefin, absorbance 480 nm, 0.01% Triton; 370,000 tested, 0.041% active; Potency, µM (series often up to 114 µM), for the others: top-dose activity change, negative = inhibition, usual class: inhibitors;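 further: potency means the concentration at half of the fitted maximal effect; 0% = no-compound wells and -100% = no-enzyme wells; nearly all actives have a fitted effect of over 25% in size; some results filed as inactive show a strong effect at the top dose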
Target sequence (P00811 whole entry, looked up): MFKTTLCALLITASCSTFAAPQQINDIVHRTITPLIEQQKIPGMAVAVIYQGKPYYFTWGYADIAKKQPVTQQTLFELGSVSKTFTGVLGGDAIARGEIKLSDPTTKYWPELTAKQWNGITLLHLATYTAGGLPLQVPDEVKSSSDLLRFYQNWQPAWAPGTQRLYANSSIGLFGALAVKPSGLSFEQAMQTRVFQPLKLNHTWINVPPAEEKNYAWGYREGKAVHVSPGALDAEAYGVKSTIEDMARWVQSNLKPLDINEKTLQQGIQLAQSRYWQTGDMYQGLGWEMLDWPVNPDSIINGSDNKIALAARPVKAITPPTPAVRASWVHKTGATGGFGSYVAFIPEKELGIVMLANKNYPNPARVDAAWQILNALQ
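AmpC (5.3 nM in the dispensed reagent) in 20 mM phosphate pH 7.0 with 0.01% (detergent screen) or 0.0001% Triton X-100 was preincubated with compounds for 15 min at room temperature. Nitrocefin was then added from an 800 uM solution, and hydrolysis was followed at 480 nm.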
HCMV inh: qHTS Assay for inhibitors of the human cytomegalovirus (HCMV); HFF cells, HCMV-luciferase reporter, 72 h; stronger effect = lower value; activity change, negative = inhibition, % at 57.5 µM; 410,000 tested, 4.5% active; AID 1259415, 2018; in the data active means activity change below about -60%; inconclusive means no clear call, values can overlap the other calls; inactive means above about -39%
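Compounds were evaluated in HFFs infected with an HCMV luciferase reporter virus (MOI 1 PFU/cell). Luciferase in lysates collected 72 h post infection served as the replication measure.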
AmpC inh no detg: qHTS Inhibitors of AmpC Beta-Lactamase (assay without detergent) | AmpC nitrocefin hydrolysis, absorbance 480 nm, 0.0001% Triton | Potency, µM (highest dose often 57.1 µM), for the others: at the top dose activity change, negative = inhibition, usual class: inhibitors | 330,000 tested, 0.52% active | AID 485341, 2010;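 further: potency means the concentration at half of the fitted maximal effect; plate controls were no compound for no effect and no enzyme for full effect; nearly all actives have a fitted effect of over 20% in size; some results filed as inactive show a strong effect at the top dose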
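20 mM phosphate pH 7.0 + 0.01% (detergent screen) or 0.0001% Triton X-100; 5.3 nM AmpC reagent; cpd preinc 15 min RT; nitrocefin (800 uM stock) to start; A480 q20 s × 4 min; Activity was normalised to no-enzyme and no-compound control wells.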
An asterisk follows results filed as active; ? = inconclusive; · = not tested or not shown; & = joins results of further samples; [ ] = dose if it differs, or a comment. Unless noted, the call rests on the fitted dose curve; in most records, active means well fitted curve in the direction sought with a large enough effect; inconclusive means small, poorly fitted or top-dose-only effect, or another doubt; inactive means no such curve, though single readings can be large; an effect the other way counts as inactive or inconclusive. Unless noted, on the % scale 0 is the no-effect control and ±100 the full control effect. This is a random part of the collection; any-hit rate near 9.9%.

SMILES	HCV inh	Giardia FBPA inh	Sm TGR inh	AmpC detergent	HCMV inh	AmpC inh no detg
CC1=C(C(=O)Nc2ccc(C)cc2C)C(c2ccc[nH]2)n2ncnc2N1 (stereo unspecified)	·	·	0%	15%	23	·
COc1ccc(NC(=O)n2nc(OC(=O)c3cccs3)cc2N)cc1	15%	-7%	?	8%	36	-34%
Cc1ccc(S(=O)(=O)NCC(=O)OCc2nnc(-c3ccccc3)o2)cc1	6%	·	2%	1%	-2	-25%
Cc1[nH]ccc(=O)c1OCc1ccccc1	-14%	1%	4%	-1%	30	?
O=c1cc(-c2ccccc2)nc2n1Cc1ccccc1-2	19%	2%	-32%	-19%	33	33%
O=C(CN1CCN(C(=O)c2ccccc2)CC1)Nc1ccccc1	4%	8%	-12%	-3%	18	-5%
CC(=O)c1ccc(N2CCN(c3ncnc4c3c(-c3ccccc3)cn4-c3cccc(C)c3)CC2)cc1	·	·	2%	-5%	?	·
CCOC(=O)c1[nH]c(C)c(/C(O)=C2\C(=O)C(=O)N(CCCn3ccnc3)C2c2ccncc2)c1C (stereo unspecified)	6%	-14%	0%	0%	-22	-17%
O=C(COC(=O)CCOc1ccccc1)Nc1cc(S(=O)(=O)N2CCCCC2)ccc1Cl	23%	·	2%	-6%	-30	-11%
COc1ccc(NC(=O)Cn2cnc3c(oc4ccccc43)c2=O)cc1OC	·	·	-2%	4%	9	·
C=CCn1c(SCC(=O)Nc2ccc(F)cc2)nc2cc(C(=O)O)ccc2c1=O	23%	1%	16%	-8%	17	-53%
CC1=C(C(=O)OCC(C)C)C(c2cc3c(cc2Br)OCO3)NC(=O)N1C (stereo unspecified)	?	-1%	-13%	2%	-22	59%
N#Cc1cc(C(=O)c2cc(Br)ccc2O)cn(C2CC2)c1=O	-9%	6%	?	-2%	25	-32%
COc1ccc2nc3oc(C(=O)N4CCN(c5cccc(Cl)c5)CC4)cc3cc2c1	6%	-24%	3%	5%	-34	-8%
C/C(=N/NC(=O)CNC(=O)c1ccco1)c1ccc(Cl)cc1	5%	0%	-1%	-12%	-24	-8%
Cc1cc(O)cc(O)c1C(=O)Cc1cscn1	14%	-3%	?	-2%	2	-32%
O=C(NC(=O)c1cccc(F)c1)OC[C@@H]1CCCN2CCCC[C@H]12	19%	-2%	-2%	?	129	-36%
CCCCN(Cc1cc2cc(OC)ccc2[nH]c1=O)C(=O)c1ccccn1	-1%	2%	3%	2%	-5	-14%
CNC(=O)O/N=C(\C)Cc1nnn(-c2cc(C)on2)n1	4%	5%	5%	-4%	37	-14%
Cc1n[nH]c(=S)n(NC(=O)CC(=O)Nn2c(=S)[nH]nc(C)c2=O)c1=O	17%	-16%	2%	?	?	-18%
COc1ccccc1-c1nc(C#N)c(N2CCC(C(N)=O)CC2)o1	-16%	0%	13%	-6%	15	-8%
Cc1nn(C)c(-c2n[nH]c(=S)n2Cc2ccco2)c1Cl	33%[activator]	-27%	-4%	?	49	-13%
CCOc1ccc(Br)cc1S(=O)(=O)N1CCSC1	-7%	4%	-6%	?	-8	-8%
O=C(COc1cccnc1[N+](=O)[O-])Nc1c(Cl)cccc1Cl	2%	·	·	·	-6	-23%
CCC(C)NC(=O)c1cc(-c2cccs2)nc2ccccc12 (stereo unspecified)	?	1%	-28%	5%	-31	0%
CCN1CCc2c(OCc3ccc(C(=O)OC)o3)cccc2C1=O	-27%	-9%	-27%	-9%	-28	56%
Cc1ccnc(NC(=O)CSc2nnc3c(n2)[nH]c2ccccc23)c1	·	-14%	?	-1%	·	-20%
Cc1cccc(CNC(=O)C2CCN(c3nnc(-n4c(C)ccc4C)s3)CC2)c1	·	·	-34%	4%	7	·
CCOC(=O)[C@H]1[C@H]2COc3ccc(C)cc3[C@@H]2N2C(=O)CN(Cc3ccco3)C(=O)[C@@]12C	-18%	·	14µM*	-4%	0	99%[activator]
CCOC(=O)c1ccc(-n2c(C)nc3c(cnn3-c3ccc(Cl)cc3)c2=O)cc1	?	2%	-1%&-2%	0%&1%	9&-8	-13%
CN1C(=O)c2ccc(C(=O)NCc3ccccc3)cc2C1=O	23%	3%	-5%	-4%	24	?
Cc1ccccc1NC(=S)NCc1cccn1C	?	-3%	-10%	-4%	?	-24%
COc1cc(/C=C2\SC(=S)N(NS(=O)(=O)c3ccccc3)C2=O)cc(OC)c1OC	-14%	20%	-20%	1%	42	-44%
O=C(O)CSc1cc(C(=O)c2ccccc2O)cn2c(=O)c3c4c(sc3nc12)CCCC4	-11%	9%	-25%	?	-28	-27%
COc1ccc(N2CC(C(=O)Nc3nnc(SCC(=O)NCc4ccco4)s3)CC2=O)cc1 (stereo unspecified)	11%	·	28µM*	-15%	15	-18%
COCCOC(=O)C1=C(N)OC2=C(C(=O)CCC2)C1c1cccnc1 (stereo unspecified)	5%	-3%	8%	-13%	8	-23%
CNC(=S)N1CCC(c2nc3ccccc3s2)CC1	-11%	12%	·	-5%	17	64%[activator]
CC1CCN(c2nc3c(c(=O)n(C)c(=O)n3C)n2CCSc2nc3ccccc3o2)CC1	0%	-5%	1%	?	·	-6%
CCCc1cc(=O)oc2c3c(ccc12)OCN(Cc1ccc(OC)cc1)C3	·	·	2%	1%	-29	·
C=Cc1ccc(Cn2c(=O)n(CC3CCC(C(=O)NC(C)C)CC3)c(=O)c3sccc32)cc1 (stereo unspecified)	·	·	3%	-3%	-8	·
COCCn1nnnc1CN1CCC(NC(=O)c2ccc(Br)cc2)CC1	-4%	0%	-10%	-9%	-22	-11%
O=C1c2ccsc2SCCN1Cc1c(F)cccc1Cl	-17%	0%	-18%	?	-13	-24%
CCC(=O)Nc1cccc(C(=O)Nc2nccs2)c1	-9%	-1%	12%	0%	-5	-15%
CCN1C(=O)CC(C(=O)Nc2ccc(F)cc2)SC1=Nc1ccc2c(c1)OCO2 (stereo unspecified)	-5%&-17%	-8%	-5%	0%	?	-11%
OC(c1ccccc1)(c1ccc(F)cc1)C(c1ccccc1)N1CCOCC1 (stereo unspecified)	?	·	10%	-4%	·	-6%
Cc1cc(NC(=O)CSc2nnc3c(C)cc4c(C)ccc(C)c4n23)no1	?	-6%	3%	-9%	-18	1%
O=c1ccc(OCCOc2ccccc2)nn1-c1ccccc1	6%	-1%	-3%	0%	-9	10%
Cc1ccc(C2CC2C(=O)NNC(=S)Nc2cccc(Cl)c2)cc1 (stereo unspecified)	0%	5%	-1%	4%	51	-28%
Cc1ccc(-n2c(C)cc(C(=O)COC(=O)c3ccc[nH]c3=O)c2C)cc1	8%	-1%	-5%	0%	38	-14%
O=S(=O)(c1ccccc1)N1CCC(O)(CN2CCN(c3ccccc3)CC2)CC1	4%	-1%	10%	8%	4	-1%
COc1ccc(NC(=O)CN(C)C2CCCCC2)c([N+](=O)[O-])c1	9%	4%	10%	-2%	?	-20%
Cn1cc(/C=C(\C#N)C(=O)Nc2ncc(Cc3ccc(Cl)cc3)s2)c2ccccc21	33%[activator]	6%	1%	5%	?	-18%
Cc1cc(NC(=O)CSCC(=O)Nc2nc3ccccc3[nH]2)no1	22%	·	-10%	0%	6	-11%
COc1ccccc1CN(C)C(=O)CN1CCN(CC(=O)Nc2ccccc2Cl)CC1	6%	·	8%	6%	-9	289%[activator]
O=C(c1ccc(F)cc1)c1cn[nH]c1-c1ccccc1O	13%	1%	0%	-17%	36	-19%
O=C(C[C@@H]1C/C=C\CCC(=O)OC[C@@H]2CCCN2C1=O)N[C@H](CO)Cc1ccccc1	9%	·	·	·	-9	-4%
O=C(Nc1nnc(SCC(=O)N2CCCCC2)s1)C1CCCCC1	10%	3%	5%	-4%	17	-6%
CS/C(=C\[N+](=O)[O-])Nc1ccc(C)cc1	-5%	8%	0.32µM*	-15%	-61*	-28%
O=C(N/N=C/c1c(F)c(F)c(F)c(F)c1F)c1ccc(Cn2cc(Br)cn2)o1	?	6%	0%	-2%	-28	-4%
Cc1ccc2c(Cl)c(C(=O)NCc3cccnc3)sc2c1	?	4%	13%	-2%	1	30%

Reformatted: 3 of the compounds above
smiles | HCV inh | Giardia FBPA inh | Sm TGR inh | AmpC detergent | HCMV inh | AmpC inh no detg
Cc1cc(NC(=O)CSc2nnc3c(C)cc4c(C)ccc(C)c4n23)no1 | ? | -6% | 3% | -9% | -18 | 1%
CCOC(=O)[C@H]1[C@H]2COc3ccc(C)cc3[C@@H]2N2C(=O)CN(Cc3ccco3)C(=O)[C@@]12C | -18% | · | 14µM* | -4% | 0 | 99%[activator]
COCCn1nnnc1CN1CCC(NC(=O)c2ccc(Br)cc2)CC1 | -4% | 0% | -10% | -9% | -22 | -11%

Retrieved by compound from the list above, 2 records:
SMILES	HCV inh	Giardia FBPA inh	Sm TGR inh	AmpC detergent	HCMV inh	AmpC inh no detg
O=C1c2ccsc2SCCN1Cc1c(F)cccc1Cl	-17%	0%	-18%	?	-13	-24%
O=C(COC(=O)CCOc1ccccc1)Nc1cc(S(=O)(=O)N2CCCCC2)ccc1Cl	23%	·	2%	-6%	-30	-11%

(further entries)
SMILES	HCV inh	Giardia FBPA inh	Sm TGR inh	AmpC detergent	HCMV inh	AmpC inh no detg
Cc1cc(C(=O)CNCc2ccco2)c(C)n1-c1ccc(F)cc1	-8%	?	?	-7%	-29	2%
COc1ccccc1NC(=O)N1CCC(C(=O)c2ccc(Cl)cc2)CC1	-5%	-14%	-5%	-12%	-3	2%
COCCNC(=O)c1ccccc1-c1ccccc1C(=O)O	9%	9%	-5%	-5%	32	-23%
Cc1cccc(C(=O)NC(=S)Nc2cccc3nc(C)ccc23)c1	·	?	?	?	-21	-28%
Cc1ccc(S(=O)(=O)NCCC(=O)NC(C)c2ccccc2)cc1 (stereo unspecified)	0%	·	4%	?	0	-11%
O=S(=O)(CC(O)COc1ccccc1Cl)c1ccccc1 (stereo unspecified)	-5%	-1%	0%	1%	-23	-9%
COc1ccc(C)cc1NC(=O)CN1c2cccc3cccc(c23)S1(=O)=O	-27%	·	-12%	-13%	-64*	-32%
CC[C@@]12C(=O)N(c3cccc(Br)c3)C(=O)N1[C@H](c1cccc(C)c1)[C@@H]1C(=O)N(Cc3ccccc3)C(=O)[C@@H]12	-7%	·	0%	-8%	-24	52%
CCN(CC)P(=O)(Oc1cccc(C)c1)N(CC)CC	7%	9%	4%	-18%	-101*	44%
CC1CCN(C(=O)CSc2nc3c(cnn3-c3ccc(Cl)cc3)c(=O)[nH]2)CC1	1%	1%	-14%	?	2	-29%
Cc1cc(NC(=O)CN(C)S(=O)(=O)c2ccc3c(c2)CCCC(=O)N3)ccc1Br	·	·	-1%	-3%	?	·
CCC(C)NC(=O)CSc1nc2ccccc2c(=O)n1CCCN1CCCCC1 (stereo unspecified)	9%	-6%	42%[activator]	?	2	-10%
COc1cccc(CN2CC(C(=O)N(C)Cc3ccc(C)cc3)CCC2=O)c1 (stereo unspecified)	-4%	10%	-13%	-2%	0	86%[activator]
COC(=O)c1c(C(=O)OC)c(-c2ccc(OC)cc2)n2c1CS(=O)C2 (stereo unspecified)	7%	11%	-11%	2%	15	-3%
